Screening results as filed in PubChem.
Ba/F3 V617F tox: lowers viability of Ba/F3 cells expressing EpoR and JAK2V617F. 1.1% of 220,000 active. inhibition, % at 5.6 µM. ATP luminescence;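 active = inhibition above the campaign mean plus 3 SD over all tested compounds, cut at about 24% in these data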;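 note: cytokine-independent growth of Ba/F3 cells driven by EpoR plus mutant JAK2; 0% = DMSO-treated cells and 100% = JAK inhibitor I control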
RBBP9 inh: inhibitors of human serine hydrolase RBBP9; O75884; recombinant RBBP9, FP-Rh probe fluorescence polarization; inhibition, % at 7.94 µM; 0.2% of 220,000 active; AID 1515;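 active = inhibition above the campaign mean of all tested compounds plus 3 SD, cut at about 14% in these data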;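 note: plate controls were DMSO wells with RBBP9 for no effect and wells lacking RBBP9 protein for full effect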
Target sequence (O75884 whole entry, looked up): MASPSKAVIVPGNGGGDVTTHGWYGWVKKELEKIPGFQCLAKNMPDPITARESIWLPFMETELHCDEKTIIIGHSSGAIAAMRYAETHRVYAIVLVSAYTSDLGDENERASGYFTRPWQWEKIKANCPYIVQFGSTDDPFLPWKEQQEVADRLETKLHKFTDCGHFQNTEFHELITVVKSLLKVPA
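System: RBBP9 protein / Buffer or medium: Tris/NaCl buffer pH 8.0 with 0.1% Pluronic / Probe or stimulus: Serine-hydrolase probe FP-Rh, 375 nM pre-mixing / Dosing: 7.94 µM single dose, 0.794% DMSO / Times: enzyme-compound preincubation 30 min, then probe labeling 45 min, 25 °C / Technique: fluorescence polarization (mP), excitation 525 nm, emission 598 nm / Replication: singlicate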
Wee1 stabilizer: human Wee1 degradation inhibition, primary screen; HeLa Luc-Wee1K328M stability, luciferase luminescence; 100% = proteasome inhibitor MG132 effect; reporter increase, % at 5 µM; 1.2% of 220,000 active; AID 1321;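 active = activation above the mean of all tested compounds plus 3 SD, set per screening run, cut at about 8.8% in these data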;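 note: cells exposed to compound for 20 h before luminescence read; 0% = DMSO alone and 100% = MG132 at 30 µM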
TNF necrop inh: TNF-alpha cell death inhibition in Jurkat FADD-/- cells. AID 463075. 0.068% of 220,000 active. Jurkat FADD-/- TNF necroptosis rescue, ATP luminescence, 24 h; 0 = TNF only, 100 = no-TNF cells. activation (protection from cell death), % at 10 µM;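 active = activation, meaning protection from cell death, of at least 50% relative to plate controls; inactive = activation below 50%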;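 note: necroptosis triggered by 40 ng/mL TNF-alpha added together with compound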
CHOP inhibitor: CHOP inhibition in unfolded protein response. inhibition, % at 10 µM. CHO-K1 CHOP-promoter luciferase, tunicamycin-induced, 15-18 h. AID 2732. 3.8% of 220,000 active;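 active = compounds that reduced the stress-induced luciferase reporter signal by more than about 70% of percent inhibition, limit read from the data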;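 note: 0% = tunicamycin plus vehicle and 100% = wells without tunicamycin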
TRPML3 agonist: agonists of human TRPML3 channel; Q8TDD5; HEK293 TRPML3-YFP, Fluo-8 calcium fluorescence; 100% = the carbachol control signal; activation, % at 3 µM; 0.29% of 220,000 active; AID 1448;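 active = activation above its plate's cutoff, the mean activation of the plate's test wells plus 3 SD, cut at about 12% in these data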;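 note: 0% = DMSO only wells and 100% = carbachol wells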
Target sequence (Q8TDD5 whole entry, looked up): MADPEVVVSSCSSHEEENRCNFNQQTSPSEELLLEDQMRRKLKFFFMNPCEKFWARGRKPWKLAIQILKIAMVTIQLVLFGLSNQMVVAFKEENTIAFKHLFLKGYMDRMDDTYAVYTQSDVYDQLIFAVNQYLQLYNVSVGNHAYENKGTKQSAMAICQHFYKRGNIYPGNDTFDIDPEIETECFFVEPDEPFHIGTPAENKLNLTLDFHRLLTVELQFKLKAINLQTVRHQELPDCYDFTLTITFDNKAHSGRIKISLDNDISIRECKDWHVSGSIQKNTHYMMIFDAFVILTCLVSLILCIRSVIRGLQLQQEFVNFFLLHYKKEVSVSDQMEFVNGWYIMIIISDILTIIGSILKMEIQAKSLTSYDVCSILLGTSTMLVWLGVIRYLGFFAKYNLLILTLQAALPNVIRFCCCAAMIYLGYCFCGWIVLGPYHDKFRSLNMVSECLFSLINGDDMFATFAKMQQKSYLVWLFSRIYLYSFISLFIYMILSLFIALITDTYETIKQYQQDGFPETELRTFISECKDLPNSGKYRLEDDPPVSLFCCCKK
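Test system: HEK293 cells stably carrying human TRPML3-YFP; Doses: single dose, 3 µM final nominal compound, 0.3% DMSO final; Schedule: dye loading 1 h 37 °C then 30 min ambient, 125 s read; Technique: Fluo-8 calcium fluorescence; Benchmarks: high control carbachol 87 µM, low control DMSO.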
zfTRPN1 agonist: zebrafish TRPN1 (NompC) channel agonism | AID 1424 | HEK293 zebrafish TRPN1-YFP, Fluo-8 calcium fluorescence; 100% = response to 87 µM carbachol | activation, % at 3 µM | 0.18% of 220,000 active;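 active = activation above its plate's cutoff, the mean activation of test wells on that plate plus 3 SD, cut at about 19% in these data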;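 note: 0% = DMSO alone and 100% = 87 µM carbachol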
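Material: zebrafish TRPN1-YFP in HEK293 cells; Doses: single test compound dose, 3 µM nominal, 0.3% DMSO; Timing: dye loading 1 h at 37 °C, then 30 min room temperature; Technique: intracellular calcium fluorescence with Fluo-8; Benchmarks: high carbachol 87 µM, low DMSO alone.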
BaF3 parental: counter-screen for JAK2V617F inhibitors: parental Ba/F3 viability inhibitors; CellTiter-Glo ATP luminescence; inhibition, % at 5.6 µM; 1.1% of 220,000 active;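 active = inhibition above a per-campaign cutoff, the mean inhibition of all tested compounds plus 3 SD, cut at about 27% in these data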;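 note: 0% = DMSO wells and 100% = JAK Inhibitor I control wells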
PPC-1+TRAIL kill: compounds killing PPC-1 cancer cells with TRAIL present (potentiator screen, no TRAIL-free arm). 0.41% of 220,000 active. PPC-1 cells + TRAIL, ATPLite viability luminescence. cell killing (% activity), % at 4 µM;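 active = cell killing above 50% in the first pass at 4 µM, then a duplicate retest at 5 µM averaging 50% or more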;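 note: plate controls were cells with TRAIL plus DMSO for no effect and medium-only wells lacking cells for full effect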
* = called active by the depositor; x = no result given.

SMILES | Ba/F3 V617F tox | RBBP9 inh | Wee1 stabilizer | TNF necrop inh | CHOP inhibitor | TRPML3 agonist | zfTRPN1 agonist | BaF3 parental | PPC-1+TRAIL kill
Cc1nc2ccc(C(=O)N3CCN(c4ccccn4)CC3)cc2s1 | 4 | -4 | 0 | -1.1 | 6 | 0.7 | 0.7 | 0 | 6
COc1cc(/C=C2\SC(=O)N(CCNC(=O)c3sc4cc(F)ccc4c3Cl)C2=O)cc(OC)c1OC | 0 | -5 | -2 | 1.0 | 26 | 0.5 | 1.4 | 3 | 24
CC(C)(C)c1ccc(C(=O)CC(Sc2ccc(Cl)cc2)C(=O)O)cc1 (centres undefined) | 7 | -3 | 2 | -12 | -26 | 1.4 | 0.1 | 2 | -9
COc1ccc(/C=C/C(=O)NCCNC(=O)c2ccccc2)cc1OC | 2 | 1 | 0 | 2.3 | -3 | -0.1 | -0.5 | 5 | 2
CCCC(=O)Nc1ccccc1NC(=O)c1ccc(OCC)cc1 | 1 | -7 | -2 | 0.3 | -19 | 0.1 | 0.5 | 3 | 12
CCCCN(C)CCCNC(=O)/C=C1\Sc2ccccc2NC1=O | -1 | 2 | 1 | 4.9 | 1 | 0.0 | -0.4 | 0 | 21
CC(Sc1nnc2c(n1)C1CCC2(C)C1(C)C)C(=O)Nc1ccccc1 (centres undefined) | 0 | -11 | -1 | 2.3 | -6 | -0.5 | -0.3 | 7 | 0
O=C(O)CCC(=O)N1N=C(c2c(-c3ccccc3)c3cc(Cl)ccc3[nH]c2=O)CC1c1ccco1 (centres undefined) | -2 | -11 | 0 | 1.1 | -2 | 0.3 | 1.0 | 7 | 4
CCCn1c(SCc2nc3ccccc3s2)n[nH]c1=O | 2 | -10 | 1 | 0.7 | -38 | 0.3 | 0.2 | 3 | 32
Cn1nnnc1SCC(=O)N1c2ccccc2Sc2ccc(Cl)cc21 | -1 | -9 | -1 | -1.9 | 10 | -0.7 | -1.0 | 6 | 8
O=C(CSCC(=O)NCc1ccco1)NCc1ccco1 | 0 | -6 | 2 | -1.1 | 5 | 0.5 | 0.9 | 3 | 19
Clc1ccc2[nH]c3c(NCCCN4CCOCC4)ncnc3c2c1 | -3 | 2 | -2 | 5.7 | -6 | 0.0 | 0.5 | 2 | 5
COc1cc2c(cc1OC)-c1cc(OCCN3CCOCC3)nc(=O)n1CC2 | 0 | -1 | 3 | 0.1 | 8 | 0.8 | 1.4 | 3 | 6
COc1ccc(C(=O)NC(=S)Nc2ccc(NC(=O)c3ccco3)cc2)cc1[N+](=O)[O-] | -3 | -3 | -3 | 2.0 | -30 | 0.8 | -0.3 | 3 | 31
CCN(CC)S(=O)(=O)c1ccc(NS(=O)(=O)CC23CCC(CC2=O)C3(C)C)cc1 (centres undefined) | 2 | -4 | -2 | 2.7 | 15 | 0.7 | 2.4 | 5 | -16
COCCN1CCn2c(nc3cc(NC(=O)c4cccs4)ccc32)C1 | -2 | -7 | -1 | 0.7 | -11 | 0.4 | 1.7 | 1 | 29
Cc1c(C(=O)N2CCCC2)sc(NC(=O)c2cccc(Cl)c2)c1C#N | -2 | 3 | -2 | -0.1 | 12 | -0.3 | -0.1 | 0 | -24
Cc1ccc(CN2CCS(=O)(=O)CC2)cc1 | 1 | -5 | -1 | -1.8 | 0 | 0.5 | 0.0 | -3 | 15
CCCn1nnnc1SCC(=O)N1CCOCC1 | -3 | -6 | 2 | 1.9 | 27 | 0.4 | 0.9 | 2 | -3
CCOC(=O)N1CCN(S(=O)(=O)c2ccc3[nH]cc(C(=O)O)c(=O)c3c2)CC1 | 4 | 0 | -3 | -3.0 | -9 | 0.7 | 1.3 | 4 | 10
Cc1ccc(N2CCN(C(=O)c3ccccc3)CC2)c(C)c1 | 2 | -4 | -2 | -4.1 | 41 | 0.8 | 9.3 | 3 | 10
Cn1c(=O)c2c(nc(NN=C3CCCC3)n2C)n(C)c1=O | -3 | -7 | -2 | 0.5 | -4 | 0.4 | -3.2 | 1 | 17
CCOC(=O)c1cc(NC(=O)c2ccccc2)c(=O)oc1C(F)(F)F | 2 | -1 | 0 | -0.6 | 25 | 0.8 | 0.7 | 10 | 22
O=C(c1ccc2c(=O)n3c(nc2c1)CCCCC3)N1CCN(c2ccccc2)CC1 | 1 | 2 | -3 | -0.9 | 9 | -0.6 | -0.1 | 0 | 6
O=C(CSC(=S)N1CCSCC1)c1ccc(Cl)cc1 | -2 | 1 | -3 | 1.2 | -1 | 0.1 | 0.9 | 6 | 22
CSc1nnc(-c2ccccc2N=Cc2c(C)[nH]n(-c3ccc4ccccc4c3)c2=O)c(=O)[nH]1 | 7 | -2 | 1 | -4.8 | -2 | -0.4 | 0.3 | 13 | 46
C/C(=C\C(=O)c1ccc(C)cc1)NCc1ccc(F)cc1 | -2 | -9 | 3 | 2.6 | x | -0.3 | 0.1 | 0 | x
O=C(/C=C\NCC(=O)c1ccccc1)c1ccc(F)cc1 | 3 | -4 | -2 | -2.6 | -10 | 0.2 | 0.4 | 1 | -17
COc1cc(C(=O)N2CCN(S(=O)(=O)c3ccc(F)cc3)CC2)cc(OC)c1OC | 1 | -14 | -2 | 3.6 | 12 | -0.2 | 0.3 | 3 | -14
CC(O)C(O)C(O)C(O)C1NCCS1 (centres undefined) | 0 | -9 | -1 | -0.3 | 4 | 0.1 | -1.0 | 3 | -4
CCN(Cc1ccccc1)C(=O)CCc1nnc(CCCc2ccccc2)o1 | -4 | 2 | 8 | 1.0 | -1 | -0.3 | 0.1 | 0 | 7
COC(=O)c1cc(OC)c(OC)cc1NC(=O)c1cc(OC)cc(OC)c1 | -3 | -7 | 2 | -0.3 | 51 | 0.8 | 1.1 | 9 | x
Cc1cc(C(=O)O)c(C)n1-c1ccccc1 | 0 | 6 | -2 | 0.7 | 14 | 0.9 | -0.4 | 2 | 11
O=C(Cc1ccccc1)N1CCN=C1SCc1ccc([N+](=O)[O-])cc1 | 0 | -7 | 3 | -0.1 | 42 | -0.6 | 1.7 | 8 | -2
CCOC(=O)c1c(C)[nH]c(C(=O)/C(C#N)=C/c2ccc(OC(F)F)c(OC)c2)c1C | -1 | -7 | 5 | -0.7 | 1 | 1.0 | 1.9 | 6 | 32
CCC1(C)SC(N)=NN1C(C)=O (centres undefined) | 1 | 2 | -1 | -1.1 | 5 | -0.4 | 1.9 | 9 | -8
O=C1CCCC2=C1C(c1ccccc1)C1C(=O)c3ccccc3C1=N2 (centres undefined) | 3 | -10 | -1 | 0.3 | 11 | -1.1 | -1.1 | 7 | 37
Cc1ccccc1Cn1nc(C)c(NC(=O)c2cc(CC(C)C)on2)c1C | 0 | 6 | -4 | 1.4 | 29 | -0.8 | 1.3 | 7 | 23
CC(C)C(=O)NN(C(=O)c1ccccc1)c1ccccc1 | -3 | 0 | 0 | 0.2 | -5 | 0.6 | -1.3 | -2 | 2
COc1ccc(/C=N/NC(=O)c2ccc(COc3ccccc3Cl)o2)cc1 | 3 | -14 | -2 | -4.1 | 44 | -0.1 | -1.1 | 4 | 0
COC(=O)COc1ccc(S(=O)(=O)Nc2ccc3c(c2)OCO3)cc1 | -3 | -2 | -2 | -0.5 | -15 | 0.3 | 0.8 | 3 | 1
O=C(CCNS(=O)(=O)c1ccc(Cl)cc1)OCC(=O)c1ccc[nH]1 | -4 | -14 | 0 | 9.0 | 21 | 0.0 | 0.2 | 6 | 11
C/C(=N\Nc1cc(N2CCOCC2)nc(C)n1)c1cccc([N+](=O)[O-])c1 | 1 | -2 | 4 | -0.2 | -4 | 0.6 | -0.8 | 5 | 29
CCOC(=O)NCc1cc(-c2nn(C)c(=O)c3ccccc23)ccc1C | -2 | -5 | -1 | -3.1 | 11 | -0.4 | 1.8 | 3 | 12
Cc1ccc2nc(CCc3nc4ccc(C)cc4o3)oc2c1 | -1 | -10 | 0 | 0.5 | 33 | -0.2 | 1.1 | 4 | 19
Cc1cc(N2CCCC2=O)ccc1S(=O)(=O)Nc1c(C)nn(C)c1C | -1 | -7 | -3 | -1.2 | -14 | 0.6 | 2.5 | 9 | 2
COc1cccc2cc(C(=O)Nc3ccc(S(=O)(=O)NCC4CCCO4)cc3)c(=O)oc12 (centres undefined) | 0 | -7 | 2 | -1.1 | -5 | 0.5 | 5.7 | 0 | 7
OCCN=C1CCCc2c1[nH]c1ccc(Cl)cc21 | -3 | -6 | -3 | 2.3 | 22 | 0.4 | -0.4 | 0 | -9
O=C(NCCF)[C@H]1C[C@@H]1[C@H](NP(=O)(c1ccccc1)c1ccccc1)c1ccccc1 | 4 | -4 | -2 | -0.4 | 14 | 0.1 | 0.6 | 10 | 35
O=C(NCc1cc(C(F)(F)F)cc(C(F)(F)F)c1)C12CN(Cc3ccccc3)CC1C(c1cccc([N+](=O)[O-])c1)=NO2 (centres undefined) | -2 | -6 | 3 | 1.8 | 31 | 0.9 | 0.3 | 0 | 1
CCN1C(=O)/C(=C\N2CCN(C)CC2)SC1=S | 5 | -5 | -1 | 1.7 | -24 | 0.3 | 1.2 | 3 | 3
CC(=O)Oc1ccc2c(c1)c(C(C)=O)c(C)n2C | -1 | -3 | 1 | -1.2 | -1 | 0.8 | 0.9 | 2 | 23
